M4 PAM – CHRM4 positive allosteric modulation; 360,000 compounds, 0.4% hits; CHO-K1 hM4/Gqi5, Fluo-8 calcium fluorescence, ACh EC20; 0% = ACh EC20, 100% = maximal ACh; activation, % at 3 µM;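 active = activation above its plate's cutoff, the mean activation of sample wells plus 3 SD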; note: some results filed as inactive read as strong as hits
Target sequence (P08173 whole entry, looked up): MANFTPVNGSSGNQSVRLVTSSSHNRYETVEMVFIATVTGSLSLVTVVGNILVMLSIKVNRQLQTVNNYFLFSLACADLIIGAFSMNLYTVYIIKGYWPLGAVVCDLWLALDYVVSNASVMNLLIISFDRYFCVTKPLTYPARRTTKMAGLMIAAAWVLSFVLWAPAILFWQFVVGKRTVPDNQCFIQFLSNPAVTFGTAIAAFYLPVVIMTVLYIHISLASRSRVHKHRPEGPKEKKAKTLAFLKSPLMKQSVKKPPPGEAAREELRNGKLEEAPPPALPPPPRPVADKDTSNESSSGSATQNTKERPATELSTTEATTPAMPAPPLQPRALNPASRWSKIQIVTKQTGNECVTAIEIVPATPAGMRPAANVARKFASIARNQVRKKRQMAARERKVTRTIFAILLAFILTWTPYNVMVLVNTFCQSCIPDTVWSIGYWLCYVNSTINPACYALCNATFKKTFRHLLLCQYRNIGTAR
CHRM4 antagonist – antagonists of human muscarinic M4 receptor (CHRM4). CHO-hM4 cells, ACh EC80, Fluo-8 calcium fluorescence. inhibition, % at 3 µM. 360,000 compounds, 0.73% hits;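 active = inhibition above its plate's cutoff, the mean inhibition of sample wells plus 3 SD, cut at about 27% in these data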;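 note: 0% = acetylcholine EC80 with DMSO and 100% = DMSO without agonist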
CHO-K1 Ca ag – nonselective activator or artifact in parental CHO-K1 cells. Fluo-8 calcium fluorescence; scaled to maximal ATP response, vehicle zero. activation, % at 3 µM. 360,000 compounds, 0.48% hits. AID 602248; in the data active = activation above about 15%;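 note: untransfected CHO-K1 host cells lacking M1 receptor as counterscreen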
M1 PAM parental – nonselective activator or artifact in parental CHO-K1 calcium assay; ATP EC20, Fluo-8 calcium fluorescence; 0% at ATP EC20, 100% at ATP max; activation, % at 3 µM; 360,000 compounds, 0.02% hits;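 active = activation above the run cutoff, the mean activation of all test compounds plus 3 SD, cut at about 40% in these data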;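 note: peak over basal fluorescence ratio in a 140 s read after ATP addition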
CHRM5 agonist – agonists of human muscarinic M5 receptor (CHRM5) | P08912 | CHO-K1 hM5 cells, Fluo-8 calcium fluorescence; 0% DMSO wells, 100% maximal acetylcholine response | activation, % at 3 µM | 360,000 compounds, 0.19% hits | AID 624037;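 active = activation above the run's mean over test compounds plus 3 SD, cut at about 23% in these data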;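 note: signal is peak over basal fluorescence ratio across the kinetic read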
Target sequence (P08912 whole entry, looked up): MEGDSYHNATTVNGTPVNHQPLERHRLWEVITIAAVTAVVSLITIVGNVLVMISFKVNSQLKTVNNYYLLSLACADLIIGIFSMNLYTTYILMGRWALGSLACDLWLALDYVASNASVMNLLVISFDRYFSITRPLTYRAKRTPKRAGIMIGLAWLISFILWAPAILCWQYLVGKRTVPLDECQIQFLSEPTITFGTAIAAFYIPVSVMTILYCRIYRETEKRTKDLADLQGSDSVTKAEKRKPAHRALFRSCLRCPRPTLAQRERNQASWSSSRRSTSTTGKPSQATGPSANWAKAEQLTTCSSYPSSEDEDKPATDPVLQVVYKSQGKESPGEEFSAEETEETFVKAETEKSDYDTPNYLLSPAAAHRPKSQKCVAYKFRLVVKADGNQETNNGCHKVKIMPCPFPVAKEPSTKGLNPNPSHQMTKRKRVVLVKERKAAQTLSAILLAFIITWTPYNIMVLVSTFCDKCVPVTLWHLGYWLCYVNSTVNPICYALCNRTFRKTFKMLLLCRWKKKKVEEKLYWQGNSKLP
M4 ag – agonists of human muscarinic M4 receptor (CHRM4) | CHO-K1 hM4/Gqi5, Fluo-8 calcium fluorescence; vehicle 0%, full acetylcholine response 100% | AID 624127 | 360,000 compounds, 0.14% hits | P08173 | activation, % at 3 µM;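 active = activation above the run mean over all test wells plus 3 SD, cut at about 32% in these data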;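 note: peak over basal fluorescence ratio per well then scaled between controls; 0% = DMSO wells and 100% = acetylcholine at EC100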
CHRM5 PAM – CHRM5 positive allosteric modulation; CHO-K1 hM5, Fluo-8 calcium, ACh EC20 PAM; 0% = ACh EC20, 100% = ACh EC100; activation, % at 3 µM; 360,000 compounds, 0.3% hits;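 active = activation above the run cutoff, the mean activation of all test compounds plus 3 SD, cut at about 18% in these data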
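System: CHO-K1 cell line with stable human muscarinic M5 receptor expression | Also added: EC20 acetylcholine as agonist stimulus | Compound: One concentration, 3 µM final (nominal) | Timing: Fluo-8 loading 80 min at 37 °C plus 30 min room temperature | Measured by: Fluo-8 calcium dye fluorescence, kinetic read | Read-out basis: % activation, ACh-normalized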
CHO-K1 Ca antag – M1 antagonist counterscreen hit in parental CHO-K1 cells. ATP-induced calcium, Fluo-8 fluorescence. inhibition, % at 3 µM. 360,000 compounds, 0.6% hits. AID 602250;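 active = inhibition above a per-plate cutoff, the plate's mean sample inhibition plus 3 SD, cut at about 24% in these data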;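 note: 0% = DMSO plus EC80 ATP and 100% = DMSO alone without ATP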
M5 antag – CHRM5 antagonism in calcium assay; P08912; CHO-hM5 cells, Fluo-8 calcium fluorescence, ACh EC80; inhibition, % at 3 µM; 360,000 compounds, 0.59% hits;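 active = inhibition above a per-plate cutoff, the mean of that plate's test compounds plus 3 SD, cut at about 27% in these data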;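 note: 0% = acetylcholine EC80 with DMSO and 100% = DMSO without agonist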
Numbers without * were called inactive.

SMILES	M4 PAM	CHRM4 antagonist	CHO-K1 Ca ag	M1 PAM parental	CHRM5 agonist	M4 ag	CHRM5 PAM	CHO-K1 Ca antag	M5 antag
COc1ccc(NC(=S)N2CCN(S(=O)(=O)c3ccccc3)CC2)cc1OC	7	-16	0.2	-6	-5	1	-2	-13	-3
Cc1csc(-c2cnn(-c3ccccc3)c2NC(=O)c2cccc(C(F)(F)F)c2)n1	-3	-1	0.4	-8	-9	2	-8	11	2
Cc1cc(C)c(S(=O)(=O)c2ccc(F)cc2C)c(=O)[nH]1	-3	8	1.3	11	-1	1	-3	-8	11
CCC(C(=O)NCc1ccco1)N(C(=O)CNS(=O)(=O)c1ccc(C)cc1)c1ccccc1F (centres undefined)	-5	-1	0.5	8	-2	1	3	-10	7
CCc1nnc(NC(=O)c2cccc(C(=O)Nc3nnc(CC)s3)n2)s1	10	-11	1.0	26	-2	1	4	-6	-3
COc1ccc(OC)c(CN2C(=O)CCC2(C)c2nnnn2-c2c(C)cccc2C)c1 (centres undefined)	9	-3	0.8	7	3	4	0	-6	-1
CCOC(=O)c1c(-c2cccs2)csc1NC(=O)c1ccco1	5	-9	1.3	29	-4	1	16	-15	-5
Cc1ccc2cc(CN(Cc3nnnn3Cc3ccco3)CC3CCCO3)c(=O)[nH]c2c1C (centres undefined)	-2	10	1.4	9	-1	3	1	-10	4
CCN(C1CCS(=O)(=O)C1)S(=O)(=O)c1cc(C)ccc1C (centres undefined)	8	-1	0.5	-8	-1	1	-1	-1	0
COc1ccc2[nH]c(=O)c(C3c4cc(OC)c(OC)cc4CCN3C(=O)c3ccco3)cc2c1 (centres undefined)	-5	1	0.3	1	1	0	6	-3	-3
CCOc1ccc2c(O)csc2c1	-1	11	0.7	23	3	0	1	-2	-1
Cc1ccc(-n2c(-c3ccc(Br)cc3)n[nH]c2=S)c(C)c1	1	6	0.5	-2	0	0	3	-2	4
CC(=O)Nc1ccccc1S(=O)(=O)CC1CC1(Cl)Cl (centres undefined)	-1	-7	0.3	-14	-4	0	1	3	-3
COc1ccc(CNC(=O)C2CCCN2CCc2ccccc2)cc1OC (centres undefined)	-3	0	17*	11	0	3	1	-20	-7
C[C@H](CO)N1C[C@H](C)[C@@H](CN(C)Cc2ccncc2)Oc2c(NC(=O)CCCCCC(=O)Nc3ccccc3N)cccc2C1=O	-1	4	-0.1	8	-3	0	1	-14	3

An excerpt from above, reduced to M5 antag and CHRM4 antagonist.
| SMILES | M5 antag | CHRM4 antagonist |
| --- | --- | --- |
| CCOC(=O)c1c(-c2cccs2)csc1NC(=O)c1ccco1 | -5 | -9 |
| Cc1ccc2cc(CN(Cc3nnnn3Cc3ccco3)CC3CCCO3)c(=O)[nH]c2c1C (centres undefined) | 4 | 10 |
| CCN(C1CCS(=O)(=O)C1)S(=O)(=O)c1cc(C)ccc1C (centres undefined) | 0 | -1 |
| COc1ccc2[nH]c(=O)c(C3c4cc(OC)c(OC)cc4CCN3C(=O)c3ccco3)cc2c1 (centres undefined) | -3 | 1 |
| CCOc1ccc2c(O)csc2c1 | -1 | 11 |
| Cc1ccc(-n2c(-c3ccc(Br)cc3)n[nH]c2=S)c(C)c1 | 4 | 6 |
| CC(=O)Nc1ccccc1S(=O)(=O)CC1CC1(Cl)Cl (centres undefined) | -3 | -7 |

(cont.)
SMILES	M4 PAM	CHRM4 antagonist	CHO-K1 Ca ag	M1 PAM parental	CHRM5 agonist	M4 ag	CHRM5 PAM	CHO-K1 Ca antag	M5 antag
O=C(CN1CCN(S(=O)(=O)c2cccs2)CC1)NCC1CCCCC1	-7	3	6.9	8	4	3	4	-5	-1
O=C1OC(c2ccccc2)=N/C1=C\N1CCCCC1	-6	-6	-0.3	4	-3	0	-8	-11	-4
C/C(=N\NC(=O)c1nonc1N)c1cccs1	15	1	3.1	17	-2	1	0	-12	-2
C=CCn1cc(C(=O)N2CCc3ccccc3C2)c(=O)c2cc(S(=O)(=O)N(CC)CC)ccc21	4	-13	0.9	21	-6	0	-1	-9	0
Cc1oc2ccc(NS(=O)(=O)c3ccc(F)cc3)cc2c1C(=O)O	-5	4	0.7	10	-1	1	-4	-12	8
CCCc1[nH][nH]c(=O)c1C(c1ccc(Br)cc1)C(C#N)C#N (centres undefined)	7	-4	0.2	-3	1	1	2	7	-4
C[C@H](CO)N1C[C@H](C)[C@@H](CN(C)Cc2ccc(Cl)c(Cl)c2)Oc2c(NC(=O)c3ccncc3)cccc2C1=O	-4	-3	1.1	18	-1	5	-5	-13	15
CN(Cc1ccccc1)S(=O)(=O)c1ccc2c(c1)n(C)c(=O)n2C	0	-3	2.3	7	1	12	-19	9	7
O=c1oc2ccccc2c(Nc2cccc3ccccc23)c1[N+](=O)[O-]	6	-4	0.8	-5	-2	4	-16	26*	1
CCCn1cnc2c(SCc3ccccc3F)nc(N)nc21	1	-4	1.1	7	-5	2	6	-15	7
CCN(CC)C(=O)C1=C(C)N(CCCN2CCCC2=O)C(=O)C(CC(=O)NC2CCCC2)C1 (centres undefined)	1	-8	0.1	4	0	0	8	0	-4
CC12CCC(C(=O)N(c3ccccn3)c3ccccn3)(OC1=O)C2(C)C (centres undefined)	10	2	-0.2	9	0	1	5	-4	-1
O=C(O)CCCCOn1ccnc1	-2	1	-0.3	5	-2	0	-3	6	-3
O=C(CSc1nc2ccccc2c(=O)n1-c1ccccc1F)N1CCOCC1	6	-11	0.8	9	3	0	4	1	10
Cc1cc(C(=O)OC(C)C(=O)Nc2cccc(Cl)c2)on1 (centres undefined)	0	-5	0.8	3	4	0	1	-3	0

Two entries picked at random from those above:
SMILES	M4 PAM	CHRM4 antagonist	CHO-K1 Ca ag	M1 PAM parental	CHRM5 agonist	M4 ag	CHRM5 PAM	CHO-K1 Ca antag	M5 antag
C=CCn1cc(C(=O)N2CCc3ccccc3C2)c(=O)c2cc(S(=O)(=O)N(CC)CC)ccc21	4	-13	0.9	21	-6	0	-1	-9	0
CC(=O)Nc1ccccc1S(=O)(=O)CC1CC1(Cl)Cl (centres undefined)	-1	-7	0.3	-14	-4	0	1	3	-3

Next records.
SMILES	M4 PAM	CHRM4 antagonist	CHO-K1 Ca ag	M1 PAM parental	CHRM5 agonist	M4 ag	CHRM5 PAM	CHO-K1 Ca antag	M5 antag
CCOC(=O)c1c(-c2ccccc2)[nH]c2ccc(O)cc12	1	2	0.4	1	-3	4	-2	15	7
CC(=O)Nc1ccc2nc(SCC(=O)N3CCOCC3)sc2c1	5	-3	0.2	-5	-1	1	-6	6	2
Cc1c(NC(=O)c2ccco2)cccc1C(=O)NN1C(=O)c2ccccc2C1=O	-5	0	0.0	6	-2	2	-6	0	7
N#Cc1nc(-c2ccccc2Cl)oc1NCc1ccco1	5	-9	1.3	15	2	5	2	-17	-2
CCN(CC)CCN1CNC(=S)N(c2ccccc2OC)C1	-2	7	-0.3	-11	-2	0	6	4	3
CCOC(=O)CCC(=O)N1CCNC(=O)C1	7	-7	0.3	12	2	0	1	2	-2
Cc1c(NC(=O)c2cc(=O)[nH]c3ccccc23)c(=O)n(-c2ccccc2)n1C	17	5	-0.3	-6	2	0	2	3	15
Cc1cccc(-n2c(N)c(-c3nc4ccccc4n3C)c3nc4ccccc4nc32)c1	2	-2	4.8	13	1	4	-2	6	4
C#CCN1C(=O)C2(OCCO2)c2ccccc21	2	3	0.1	17	-5	1	-8	-16	6
CCOC(=O)C(=O)/C(=C\N(C)C)c1onc(-c2c(Cl)cccc2Cl)c1C(=O)OC	1	-2	0.7	10	1	0	-2	-9	2
CC1CC(C)CN(CCCNC(=O)Cn2ncc3c([nH]c4ccccc43)c2=O)C1 (centres undefined)	3	-4	0.3	10	-6	1	0	-13	-1
Cc1cccc(NC(=O)c2cccnc2)c1C	3	-1	3.0	6	-1	1	3	-9	2
CCN(Cc1ccccc1)C(=O)c1cc(COc2c(F)cccc2F)on1	2	-3	0.7	11	-6	1	3	-11	7
COC(=O)c1ccc(OS(=O)(=O)N(C)C)cc1	-5	-1	0.4	5	-1	0	-10	2	6
Cc1nnc(SCc2nnc(-c3cccs3)o2)s1	-4	1	0.5	8	0	0	-1	-5	6

Record cards, from the list above:
CCN(Cc1ccccc1)C(=O)c1cc(COc2c(F)cccc2F)on1 as listed: M4 PAM: 2; CHRM4 antagonist: -3; CHO-K1 Ca ag: 0.7; M1 PAM parental: 11; CHRM5 agonist: -6; M4 ag: 1; CHRM5 PAM: 3; CHO-K1 Ca antag: -11; M5 antag: 7
C=CCn1cc(C(=O)N2CCc3ccccc3C2)c(=O)c2cc(S(=O)(=O)N(CC)CC)ccc21 as listed: M4 PAM: 4; CHRM4 antagonist: -13; CHO-K1 Ca ag: 0.9; M1 PAM parental: 21; CHRM5 agonist: -6; M4 ag: 0; CHRM5 PAM: -1; CHO-K1 Ca antag: -9; M5 antag: 0
C[C@H](CO)N1C[C@H](C)[C@@H](CN(C)Cc2ccc(Cl)c(Cl)c2)Oc2c(NC(=O)c3ccncc3)cccc2C1=O as listed: M4 PAM: -4; CHRM4 antagonist: -3; CHO-K1 Ca ag: 1.1; M1 PAM parental: 18; CHRM5 agonist: -1; M4 ag: 5; CHRM5 PAM: -5; CHO-K1 Ca antag: -13; M5 antag: 15

The list goes on:
SMILES	M4 PAM	CHRM4 antagonist	CHO-K1 Ca ag	M1 PAM parental	CHRM5 agonist	M4 ag	CHRM5 PAM	CHO-K1 Ca antag	M5 antag
COc1ccc(CNC(=O)c2ccccc2C(=O)O)cc1	14	2	0.1	15	0	0	9	0	-5
O=C(CSc1ncn[nH]1)CSc1ncn[nH]1	-4	2	0.7	-4	3	1	8	-6	2
Cc1cccc(NC(=O)c2ccc(NC(C)c3ccccc3)c([N+](=O)[O-])c2)n1 (centres undefined)	-5	-10	1.9	7	2	11	-1	-5	7
COc1cc2c(c(OC)c1OC)CC(=O)N(C)CC2	-31	33*	-0.2	-11	-7	1	-9	9	-3
CCCCN(C(=O)c1ccc(N2C(=O)c3ccccc3C2=O)cc1)c1c(N)n(CC(C)C)c(=O)[nH]c1=O	-1	-8	0.0	-25	0	0	-7	8	6
O=C(NCCN1C(=O)S/C(=C\c2ccccc2F)C1=O)C1CCCN1C(=O)c1cccs1 (centres undefined)	2	-13	5.3	17	-3	9	-7	-2	-1
O=C(COc1ccc(Br)cc1Cl)NC1CCCCC1	5	-3	0.6	27	-1	0	3	-6	1
O=C1Nc2ccccc2S/C1=C/Nc1cccc(Cl)c1	1	-13	1.2	17	-4	1	-7	3	5
Cc1onc(-c2ccccc2)c1C(=O)OCC(=O)N1CCN(c2ccccc2)CC1	10	1	-0.4	-14	2	-1	2	-7	5
CC1CCN(C(=O)Cn2nnc(-c3ccccc3)n2)CC1	-4	-8	-0.1	-2	-6	1	3	-4	0
COc1ccc(-c2oc(=O)c3cc(OC)c(OC)cc3c2C#CC2(O)CCCCC2)cc1	2	3	0.0	11	-2	1	0	-13	6
CCCCS(=O)(=O)Nc1ccc2c(c1)ncn2C1CCCCC1	7	-3	5.2	23	1	3	-6	-17	9
COc1cc(NS(=O)(=O)c2ccc(NC(=S)NC(=O)/C=C/c3ccc(OC)c(OC)c3)cc2)ncn1	3	-12	0.6	21	1	1	12	-3	-16
N#CC1=C(N)Oc2n[nH]c(-c3cccnc3)c2C1c1cc(F)ccc1F (centres undefined)	8	-4	0.3	1	0	1	-1	-9	15
N#Cc1nc(-c2ccccc2Cl)oc1N1CCOCC1	5	-2	-0.2	6	0	2	-8	-7	10
